Bioassay records: PubChem, several laboratories
MRP-1 activ – H69AR viability gain despite doxorubicin, primary screen, MRP-1 activator project, H69AR cells, CellTiter-Glo | viability rescue | 140,000 tested, 0.61% active | viability increase, % at 10 µM;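 active = viability gain under doxorubicin at or above a set limit, the compound median plus 3 SD, cut at about 4.7% in these data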;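 note: MRP-1 overexpressing cells given doxorubicin 25 µM after compound pretreatment; 18-22 h compound pretreatment then 72 h with doxorubicin before readout; 0% = doxorubicin-only wells and 100% = vehicle-treated cells without doxorubicin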
NPY Y2 blocker – NPY-Y2 receptor antagonists, primary screen, cell-based; AID 793, 2007; 140,000 tested, 0.99% active; NPY-Y2 expressing cells, antagonist mode; inhibition, % at 2.7 µM; in the data active = inhibition above about 17%;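 note: 0% = vehicle with agonist challenge and 100% = reference antagonist with challenge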
Target sequence (P49146 whole entry, looked up): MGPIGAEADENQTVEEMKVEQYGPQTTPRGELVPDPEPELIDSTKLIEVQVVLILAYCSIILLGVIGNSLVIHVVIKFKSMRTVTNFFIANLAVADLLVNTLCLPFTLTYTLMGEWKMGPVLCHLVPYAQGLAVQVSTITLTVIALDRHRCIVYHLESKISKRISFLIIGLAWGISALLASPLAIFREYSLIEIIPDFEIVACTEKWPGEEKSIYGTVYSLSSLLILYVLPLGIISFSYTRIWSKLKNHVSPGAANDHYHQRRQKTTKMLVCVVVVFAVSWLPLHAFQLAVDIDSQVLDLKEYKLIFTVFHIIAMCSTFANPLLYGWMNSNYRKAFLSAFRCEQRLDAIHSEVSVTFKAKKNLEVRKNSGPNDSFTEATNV
Measles CPE – compounds protecting cells from measles virus cytopathic effect, primary screen, measles RdRp inhibitor project, single point, MLSMR library, absorbance. protection (pct of control), % at 4 µM. AID 841, 2007. Measles virus-infected cells, CPE protection. 140,000 tested, 1.5% active; in the data active = protection mostly above about 24%, no sharp cut-off; inactive = mostly below about 26%; note: some compounds called inactive have numbers as strong as hits
Yeast growth inh – growth inhibitors of yeast BB579 in restrictive medium, primary screen, yeast lifespan-shortening project, S. cerevisiae; inhibition, % at 10 µM; 140,000 tested, 0.51% active; OD615, 48 h;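 active = inhibition above a set limit, 3 SD over the mean compound inhibition, cut at about 44% in these data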; note: inactives centre near -24
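Detection: OD615 turbidity measurement; Material: Saccharomyces cerevisiae DeaD strain BB579, replicative lifespan model yeast; Timing: 48 h exposure, 30 °C; Doses: single 10 µM dose; Medium: CSMM-D restrictive synthetic medium containing dextrose (glucose); Controls: amphotericin B at 10 µg/mL as positive control.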
GALR2 blocker – GALR2 antagonists in receptor-expressing cells, primary screen. 140,000 tested, 0.39% active. inhibition, % at 4 µM. antagonist mode; in the data active = inhibition above about 27%;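 note: cells stimulated with galanin 1-16 at roughly its EC80; 0% = agonist challenge control and 100% = basal control without agonist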
Target sequence (O43603 whole entry, looked up): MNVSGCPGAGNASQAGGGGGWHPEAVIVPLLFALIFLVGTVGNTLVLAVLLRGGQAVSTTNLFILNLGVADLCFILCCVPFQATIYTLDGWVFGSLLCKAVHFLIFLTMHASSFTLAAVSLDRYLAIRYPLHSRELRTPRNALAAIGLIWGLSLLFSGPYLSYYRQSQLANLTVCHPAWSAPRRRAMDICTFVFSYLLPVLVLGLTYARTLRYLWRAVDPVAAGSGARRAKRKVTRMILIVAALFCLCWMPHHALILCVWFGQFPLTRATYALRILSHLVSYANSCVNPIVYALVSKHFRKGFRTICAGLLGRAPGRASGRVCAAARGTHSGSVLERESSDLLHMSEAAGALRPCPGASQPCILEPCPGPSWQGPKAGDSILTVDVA
Phagocytosis inh – inhibitors of macrophage phagocytosis, primary screen, imaging, J774A.1 cells, IgG beads. J774A.1 macrophage IgG-bead phagocytosis. inhibition, % at 5 µM. 110,000 tested, 0.07% active. AID 1029, 2008;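 active = inhibition above the mean of the plate negative controls plus 5 SD, cut at about 13% in these data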;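 note: phagocytic index as fraction of beads internalized from green versus red external bead signal; plate controls were DMSO negative control for no effect and cytochalasin-D positive control for full effect; some results beyond the cut were filed as inactive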
Yeast lifespan up – compounds extending yeast replicative lifespan, primary screen, S. cerevisiae, OD615 | S. cerevisiae growth with nicotinamide; deaD strain in restrictive glucose medium | inhibition of the nicotinamide effect, % at 10 µM | 130,000 tested, 0.68% active;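 active = inhibition above a set limit, placed 3 SD over the median of all compounds, cut at about 26% in these data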;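 note: 0% = nicotinamide-treated wells and 100% = cells grown without nicotinamide; some compounds called inactive have numbers as strong as hits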
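Assay system: DeaD-strain S. cerevisiae. Medium: CSMM-D glucose medium, restrictive. Reagent: nicotinamide, 1.5 mM, co-present with compound. Compound: 10 µM single point, 0.25% DMSO. Schedule: culture preincubation 4 h, compound exposure 48 h, both 30 °C. Detection: absorbance at 615 nm.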
E-sel TNF inh – E-selectin induction blockers in HUVEC – imaging, immunofluorescence, high content, primary screen; 120,000 tested, 0.71% active; inhibition, % at 2 µM; HUVEC TNFa-induced E-selectin immunofluorescence;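 active = inhibition above the batch mean plus 3 SD, and confirmed as a hit on visual image review, cut at about 43% in these data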;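 note: 0% = TNF-stimulated DMSO wells and 100% = unstimulated control wells; not every result past the cut was called active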
bCat KO growth – primary screen for growth suppressors in beta-catenin knockout HCT116 cells (colon tumor, human) | HCT116 beta-catenin knockout viability, CellTiter-Glo, 60 h; hits give low values | viability, % at 10 µM | 140,000 tested, 1.5% active | AID 818, 2007;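 active = viability at or under a set limit, the compound median less 4 SD, cut at about 6% in these data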;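 note: 0% = Hyamine 1622 control at 20 µM and 100% = untreated cell control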
HCT116 PTEN-null – growth suppression of PTEN-null HCT116, primary screen, cell-based, CellTiter-Glo. viability, % at 10 µM. HCT116 PTEN-null viability, 60 h; hits give low values. 140,000 tested, 1.2% active;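 active = viability at or below a set limit, 4 SD under the median of all tested compounds, cut at about 3.7% in these data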;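 note: PTEN knockout HCT116 line with beta catenin targeted HCT116 as companion control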
* marks the source's active call; other numbers are inactive results; x = not tested or not shown. An unsorted share of the library (roughly 6.1% active in at least one column).

SMILES | MRP-1 activ | NPY Y2 blocker | Measles CPE | Yeast growth inh | GALR2 blocker | Phagocytosis inh | Yeast lifespan up | E-sel TNF inh | bCat KO growth | HCT116 PTEN-null
CC(C)(C)c1nc(N2CCN(C(=O)c3ccco3)CC2)c2nnn(Cc3ccccc3)c2n1 | 3.0 | -2 | 5 | -20 | -12 | x | -1 | 18 | 60 | 60
C/C(=N/NC(=O)c1cc(C(C)C)[nH]n1)c1cccs1 | -0.8 | 3 | 2 | -21 | 7 | 4 | -3 | -29 | 93 | 95
CCOC(=O)CCCNC(=O)c1cncc(O)c1 | 0.6 | 1 | 1 | -64 | -3 | -2 | -5 | 7 | 106 | 102
CSc1nc2ccccc2n1CC(=O)Nc1ccc(C)c(C)c1 | -0.5 | 1 | 18 | -55 | 4 | -4 | -3 | 2 | 67 | 74
Cc1nc2nc(CSc3nnc(C)s3)cc(=O)n2[nH]1 | -1.0 | 2 | 2 | -39 | 5 | -1 | 0 | x | 97 | 101
Cn1ncc(Cl)c1C(=O)Nc1cc(C(F)(F)F)ccc1F | 1.0 | 7 | 5 | -26 | 4 | x | x | 5 | 89 | 90
CCCCOc1ccc(C(=O)NC)cc1 | 0.1 | 0 | 25 | -23 | 1 | x | -12 | -14 | 100 | 99
COCc1[nH]nc2c1C(c1sccc1C)C(C#N)=C(N)O2 (centres undefined) | -2.8 | 0 | 9 | -48 | -4 | x | 12 | x | 84 | 88
Cc1ccc(-c2cccc(NC(=O)C3C4C=CC(C4)C3C(=O)O)c2)o1 (centres undefined) | 0.1 | 4 | 20 | -29 | 2 | x | -11 | 3 | 91 | 94
Cc1cccc(CCNS(=O)(=O)c2ccc(S(=O)(=O)NC3CCCC3)cc2)c1 | -3.6 | 1 | 4 | -17 | 5 | -1 | -10 | 4 | 73 | 61
Cn1cnnc1Sc1ccc(C(=O)OCC(=O)Nc2ccccc2)cc1[N+](=O)[O-] | -3.0 | 1 | 26 | -51 | -17 | x | -1 | x | 97 | 94
Cc1ccc(S(=O)(=O)N2CC=C(C(=O)NCc3ccccc3)CC2)cc1 | -3.1 | 1 | 4 | -43 | 12 | x | 5 | -12 | 100 | 95
Cn1ncc(C#N)c1/N=C/N1CCCC1 | -0.2 | -1 | 16 | -57 | -6 | -2 | -3 | 12 | 96 | 102
O=C(CSc1nc2ccccc2c(=O)n1-c1ccc(F)c(Cl)c1)Nc1cccc(S(=O)(=O)N2CCOCC2)c1 | -1.7 | 1 | 3 | -52 | 21 | x | 6 | x | 83 | 76
Cc1ccccc1N/N=C/c1ccc(N2CCOCC2)cc1 | -1.2 | -1 | 8 | -15 | 9 | -5 | -8 | -34 | 70 | 91
COc1ccccc1CN(CC(=O)NCC1CCCO1)C(=O)CNS(=O)(=O)c1ccc(C)cc1 (centres undefined) | 0.0 | 2 | 8 | -13 | -4 | -2 | -6 | 44 | 102 | 109
CCOC(=O)c1[nH]c2ccc(OC)cc2c1NC(=O)CN1CCc2ccccc2C1 | -2.2 | 6 | 19 | -10 | 3 | x | -29 | x | 72 | 68
CCC(=O)NCCc1c[nH]c2ccccc12 | -3.1 | 8 | 31 | -14 | -12 | -1 | -5 | -45 | 95 | 98
CCOc1nc(OCC)nc(N2CCC(C)CC2)n1 | -0.8 | 4 | 22 | -19 | 2 | 0 | -2 | 5 | 92 | 106
Clc1ccc(Cl)c(OCc2cc(-c3ccccc3Cl)on2)c1 | -3.1 | 1 | 32 | -22 | -10 | x | 1 | 4 | 31 | 46
CCOc1ccc(CC(=O)NCc2cn3c(C)csc3n2)cc1 | -1.2 | 6 | 1 | -46 | 4 | -2 | -9 | -8 | 89 | 98
COc1ccc(NC(=O)C2CC(c3cc(OC)c(OC)c(OC)c3)=NO2)cc1OC (centres undefined) | -0.8 | 3 | 5 | -13 | 10 | -1 | -14 | x | 82 | 79
CCCCC(c1nnnn1CCOC)N1CCN(c2cccc(OC)c2)CC1 (centres undefined) | -1.6 | 3 | 8 | -39 | 2 | -1 | 7 | 8 | 82 | 90
CC1CCN(CC(O)COCCC23CC4CC(CC(C4)C2)C3)CC1 (centres undefined) | -2.3 | 16 | 4 | -78 | -9 | 0 | -6 | -9 | 35 | 39
O=C(O)C1CCCCC1C(=O)Nc1ccccn1 (centres undefined) | -2.1 | 2 | 9 | -1 | 1 | 6 | -17 | 10 | 103 | 93
O=C(O)c1cc(O)ccc1-c1ccc(O)cc1 | -0.9 | 0 | 4 | -49 | -9 | x | -9 | -4 | 103 | 100
CC1CCN(CC(=O)Nc2cc(C(F)(F)F)ccc2Cl)CC1 | 0.4 | 1 | 15 | -19 | 4 | x | 2 | -5 | 96 | 92
COc1ccc(/C=N/NC(=O)CSc2n[nH]c(=O)[nH]c2=O)cc1 | 2.2 | 3 | x | -22 | 1 | 4 | 1 | x | 96 | 104
c1cnc2c(c1)ncc1cscc12 | -3.3 | 3 | 7 | 17 | 0 | -6 | -9 | 18 | 97 | 103
CCCn1nc(NC(=O)CC(C)C)c2cc3ccccc3nc21 | -2.6 | 2 | 3 | -18 | 2 | -2 | -20 | 3 | 91 | 93
COCCNS(=O)(=O)c1ccc2c(c1)C(=O)c1cc(S(=O)(=O)NCCOC)ccc1-2 | -1.2 | 0 | 6 | -44 | -2 | -2 | -8 | 8 | 97 | 94
CCc1ccccc1N1C(=O)C2CC=CCC2C1=O (centres undefined) | -1.9 | 5 | 20 | -8 | -10 | 0 | 2 | x | 91 | 92
CC(=O)c1c(C)n(-c2ccccc2)c2ccc(O)cc12 | -3.9 | 2 | 6 | -12 | 2 | -2 | -4 | -5 | 95 | 92
Cn1cccc1Cc1nnc(SCC(=O)NC2CCCC2)n1CCc1ccccc1 | -3.6 | 2 | 14 | -15 | 1 | 0 | -9 | x | 93 | 90
Oc1nc(Nc2cccc(Cl)c2)sc1/C=C1\C=Nc2ccccc21 | -0.6 | 8 | 5 | -11 | -6 | -10 | -5 | x | 70 | 68
CCN(CC(=O)NC1CCS(=O)(=O)C1)c1nc(-c2ccccc2)nc2ccccc12 (centres undefined) | -0.7 | -2 | 3 | -52 | -5 | 0 | 7 | x | 84 | 89
COC(=O)c1cccc(NC(=S)Nc2cccc(Cl)c2Cl)c1 | 4.1 | 3 | 19 | -41 | 7 | -11 | -5 | -4 | 98 | 101
O=C(c1ccc(N2CN(C(=O)c3ccco3)c3nc4ccccc4nc32)cc1)N1CCOCC1 | -4.1 | 1 | 1 | -23 | 2 | 0 | -20 | -7 | 88 | 92
COC(=O)c1ccccc1NC(=O)COC(=O)c1ccccc1N=Nc1ccc(N(C)C)cc1 | -2.6 | -2 | 6 | -53 | 1 | -11 | -2 | 24 | 81 | 77
CCOC(=O)N1CCN(S(=O)(=O)c2ccc(C)cc2)C1c1ccccc1 (centres undefined) | -3.7 | 9 | 6 | -25 | 1 | 0 | 5 | x | 55 | 55
CCOC(=O)NC(Nc1ncccn1)(C(F)(F)F)C(F)(F)F | -0.7 | 0 | 6 | -58 | 14 | 0 | 3 | -4 | 104 | 94
CC(SCc1ccccc1)C(=O)NN=C1CCN(C)CC1 (centres undefined) | -0.9 | 4 | 5 | 3 | -12 | 0 | 2 | 4 | 96 | 95
O=C(NC12CC3CC(CC(C3)C1)C2)c1ccc(-c2cccc(Cl)c2)o1 | 3.7 | 4 | 5 | -35 | 5 | x | 3 | x | 78 | 68
COc1ccc2cc(C3(C)NC(=O)N(CC(=O)NCc4ccco4)C3=O)ccc2c1 (centres undefined) | -0.4 | 5 | x | -24 | -7 | -1 | -6 | -50 | 80 | 90
CC(C)(C)c1cc(CN2CCC(O)CC2)cc(C(C)(C)C)c1O | -0.5 | 9 | 22 | -17 | 0 | x | -7 | -3 | 84 | 84
CCc1ncc(C(O)c2cccc3ccccc23)n1C (centres undefined) | -1.6 | 0 | 4 | 13 | 9 | -2 | 15 | -4 | 94 | 88
OC1CCN(c2ncnc3nc[nH]c23)CC1 | -1.3 | 8 | 8 | 5 | 9 | 0 | -3 | -1 | 111 | 109
O=C(Cn1c(-c2cncs2)nc2ccccc21)NCCc1ccccc1 | -2.2 | 2 | 19 | -3 | 1 | 0 | -2 | 1 | 100 | 86
CCOc1cccc(OCCCCN2CCCCC2)c1 | -1.8 | 3 | 27 | -29 | -7 | 0 | -1 | 0 | 94 | 95
C(=C\c1cccc2ccccc12)/c1nnc(-c2cccs2)o1 | -0.5 | 8 | 3 | -30 | -12 | x | -7 | -44 | 95 | 90
Cc1ccc(C)c(N(C(=O)c2nsc(Cl)c2Cl)C(C(=O)NC2CCCC2)c2ccc(O)cc2)c1 (centres undefined) | -4.0 | 2 | 2 | -8 | -5 | -13 | -2 | 18 | 49 | 53
COC(=O)CN(c1ccccc1)S(=O)(=O)c1ccc(F)cc1 | -1.6 | 3 | 16 | -21 | -8 | x | -5 | -20 | 96 | 92
O=c1c2nnn(Cc3ccccc3)c2ncn1-c1ccccc1 | 0.3 | 1 | 6 | -43 | -6 | 4 | 3 | -17 | 96 | 104
CSc1ccccc1NC(=O)CN(C)CC(=O)Nc1ccc(Cl)cc1F | -1.5 | 4 | x | -22 | 4 | 0 | -5 | x | 98 | 83
Cc1cc(C)n(-c2ccc(C(=O)N3CCc4ccccc43)cc2)n1 | 0.7 | 6 | 7 | -37 | -3 | 0 | -9 | 7 | 92 | 92
COc1ccc(-c2nnc(SCC(=O)NCc3ccco3)o2)cc1 | -3.7 | 4 | 15 | -6 | 2 | 4 | -9 | -20 | 91 | 106
CCCCN1C(=O)/C(=C2\SC(N3CCCCC3)=NC2=O)c2ccccc21 | -0.4 | 2 | x | -32 | -16 | -1 | -11 | -4 | 76 | 67
Cc1cccc(NC(=O)c2ccc(C(=O)Nc3cccc(C)c3)nc2)c1 | -2.8 | 9 | 4 | -30 | -1 | -2 | 2 | -6 | 22 | 26
Nc1[nH]nc2nc(NCc3ccccc3)c3c(c12)CCN(Cc1ccccc1)C3 | -4.9 | 1 | 15 | 25 | 1 | 1 | 1 | -9 | 77 | 74
CC(C)(C)N/N=C/c1c(O)n(-c2ccc(Cl)cn2)c(=O)c2ccccc12 | -0.8 | 4 | 14 | -34 | 19 | -2 | 18 | x | 76 | 70
